Screens deposited in PubChem by The Scripps Research Institute Molecular Screening Center.
Tn7 DDE FP = inhibitors of Tn7 peptide binding to human fibrin DD(E); P02675; FP displacement of FITC-Tn7 peptide from fibrin DD(E); 0% = median of compound wells per plate; inhibition, % at 8.3 µM; 0.13% of 370,000 active;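 active = inhibition above the mean of compounds falling within the control limits plus 3 SD of them, cut at about 14% in these data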;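 also: 0% = plate median of compound wells and 100% = 10 µM Aha-Tn7 peptide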
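system = human fibrin DD(E) protein | quantity = DD(E) 2 µM final | medium = Tris/NaCl/CaCl2 buffer, pH 7.8 | also added = labelled Tn7 tracer, 0.1 µM | compound dosing = single point at 8.3 µM | timing = compound with protein 10 min, then 3 h after probe, room temperature | signal = FP measurement | benchmarks = Aha-Tn7 high control | repeats = one replicate per compound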
ADAM17 inh = ADAM17 inhibition, QFRET primary screen. recombinant ADAM17, EDANS/DABCYL FRET peptide cleavage. 0.83% of 370,000 active. P78536. inhibition, % at 6.95 µM;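 active = inhibition above the mean of compounds lying between control limits plus 3 SD, set per campaign, cut at about 8.5% in these data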;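 also: 0% = DMSO-only wells as the low control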
MBD2 DNA inh = blocks human MBD2 binding to methylated DNA; 0.31% of 370,000 active; inhibition, % at 4.4 µM; TR-FRET, MBD2 binding to methylated oligonucleotide; in the data active = inhibition above about 13%
proKLK7 act = proKLK7 (human) activation, primary screen | P49862 | purified proKLK7, EDANS-DABCYL substrate fluorescence; 100% is mature enzyme control, 0% vehicle | activation, % at 7 µM | 0.9% of 370,000 active | AID 652039;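 active = activation above the mean of all tested compounds plus 3 SD, computed per campaign excluding outliers beyond control limits, cut at about 13% in these data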
PLC-beta3 inh = PLC-beta3 (human) inhibition, primary screen. Q01970. Purified PLC-beta3, fluorogenic substrate, fluorescence. inhibition, % at 12.2 µM. AID 720704. 0.18% of 370,000 active; in the data active = inhibition above about 11%;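 also: 0% = median of compound wells on plate and 100% = full blocker control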
UHRF1 binding = UHRF1 methyl-DNA binding inhibition; Q96T88; UHRF1 binding to methylated oligo, TR-FRET; inhibition, % at 4.4 µM; 0.75% of 370,000 active; in the data active = inhibition above about 21%;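 also: UHRF1 SRA domain binding a hemimethylated CpG hairpin DNA probe; 0% = median of test compound wells and 100% = reference inhibitor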
ASAP1 inh = ASAP1 ArfGAP inhibition; Q9ULH1; ASAP1-stimulated ARF1 GTP hydrolysis, GDP FP detection; inhibition, % at 16.5 µM; 0.19% of 360,000 active; AID 624377; in the data active = inhibition above about 25%;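 also: 0% = vehicle with enzyme and substrate and 100% = no enzyme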
DDE Tn6 FP inh = DD(E)-Tn6 binding inhibition, primary FP screen; P02675; Fibrin DD(E) TRITC-Tn6 fluorescence polarization displacement; inhibition, % at 8.3 µM; 0.21% of 370,000 active;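 active = inhibition above a per-campaign cutoff: mean of compounds within control limits plus 3 SD, cut at about 15% in these data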;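 also: 0% = median of all compound wells on the plate and 100% = blocking peptide control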
ARFGAP1 inhibitor = inhibitors of rat ARFGAP1; AID 651572; inhibition, % at 16.5 µM; 0.26% of 360,000 active; Arfgap1-stimulated ARF1 GTP hydrolysis, GDP FP detection;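 active = inhibition above a per-plate limit, mean inhibition of low control wells plus 3 SD, cut at about 25% in these data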;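 also: 0% = DMSO wells with enzyme and 100% = wells lacking Arfgap1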
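Material: truncated rat Arfgap1 GAP domain; Incubation: compound-enzyme preincubation 20 min, reaction 120 min, detection 60 min, 25 °C; Read-out: percent inhibition of Arfgap1-stimulated GTP hydrolysis; Technique: FP, GDP Alexa 633 tracer displaced from anti-GDP antibody, 620/688 nm; Controls: No-Arfgap1 wells (100%) versus DMSO full-reaction wells (0%); Replication: single well per compound.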
PLCg1 inh = blocks human PLC-gamma1 enzyme activity | inhibition, % at 12.2 µM | P19174 | 0.84% of 370,000 active | purified PLC-gamma1, fluorogenic substrate, fluorescence; in the data active = inhibition above about 9.5%
Target sequence (P19174 whole entry, looked up): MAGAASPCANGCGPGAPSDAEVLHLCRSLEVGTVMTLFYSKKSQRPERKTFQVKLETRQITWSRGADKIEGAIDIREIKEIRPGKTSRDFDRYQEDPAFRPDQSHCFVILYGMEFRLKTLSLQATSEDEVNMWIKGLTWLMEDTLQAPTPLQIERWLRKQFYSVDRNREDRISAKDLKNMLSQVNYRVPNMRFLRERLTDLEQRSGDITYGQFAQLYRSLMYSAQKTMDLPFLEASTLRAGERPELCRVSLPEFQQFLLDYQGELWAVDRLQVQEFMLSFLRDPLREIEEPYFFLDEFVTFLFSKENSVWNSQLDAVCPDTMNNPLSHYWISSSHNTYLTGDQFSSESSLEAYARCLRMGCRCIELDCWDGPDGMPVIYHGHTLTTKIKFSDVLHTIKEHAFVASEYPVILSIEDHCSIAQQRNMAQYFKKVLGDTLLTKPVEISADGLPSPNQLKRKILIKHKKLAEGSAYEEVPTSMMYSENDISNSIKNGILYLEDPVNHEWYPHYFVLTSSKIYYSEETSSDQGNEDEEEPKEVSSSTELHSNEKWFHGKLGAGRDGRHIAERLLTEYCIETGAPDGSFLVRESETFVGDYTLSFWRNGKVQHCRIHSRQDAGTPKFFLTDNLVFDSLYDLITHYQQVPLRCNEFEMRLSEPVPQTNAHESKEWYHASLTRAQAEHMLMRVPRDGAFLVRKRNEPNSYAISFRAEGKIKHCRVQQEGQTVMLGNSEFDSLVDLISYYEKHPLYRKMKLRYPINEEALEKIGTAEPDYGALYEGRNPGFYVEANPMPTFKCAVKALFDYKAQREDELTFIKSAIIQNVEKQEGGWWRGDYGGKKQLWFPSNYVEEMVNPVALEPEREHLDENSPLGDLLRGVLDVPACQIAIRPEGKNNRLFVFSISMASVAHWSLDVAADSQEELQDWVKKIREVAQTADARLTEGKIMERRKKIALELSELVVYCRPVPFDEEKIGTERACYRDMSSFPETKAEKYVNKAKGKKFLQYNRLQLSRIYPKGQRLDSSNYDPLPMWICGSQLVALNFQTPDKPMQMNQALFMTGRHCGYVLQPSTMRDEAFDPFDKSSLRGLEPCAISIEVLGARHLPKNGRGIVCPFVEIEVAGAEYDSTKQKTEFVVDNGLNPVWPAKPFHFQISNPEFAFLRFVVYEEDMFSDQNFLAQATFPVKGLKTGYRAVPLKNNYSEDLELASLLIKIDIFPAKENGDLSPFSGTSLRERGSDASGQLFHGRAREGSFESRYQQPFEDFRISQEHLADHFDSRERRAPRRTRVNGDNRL
Starred values were filed as active, the others as inactive; i = inactive; . = not tested or not shown.

SMILES | Tn7 DDE FP | ADAM17 inh | MBD2 DNA inh | proKLK7 act | PLC-beta3 inh | UHRF1 binding | ASAP1 inh | DDE Tn6 FP inh | ARFGAP1 inhibitor | PLCg1 inh
CN(Cc1cccc(Cl)c1Cl)C(=O)c1ccc(NC(=O)CC#N)cc1 | -2 | 3 | 5 | -1.0 | -7 | -3 | 2 | -5 | 19 | -1
Cc1occc1-c1nnc(SCC(=O)Nc2ccccc2)n1C | -5 | 3 | 5 | 0.1 | 15* | 6 | 3 | -7 | 10 | 5
Cc1c(C(=O)OCC(=O)N2CCCC2=O)oc2ccccc12 | 7 | -1 | 1 | 0.7 | -7 | -1 | -8 | -4 | 7 | -2
O=C(Nc1ccc(Cl)cc1)c1cccnc1N1CCCCC1 | -7 | -3 | 6 | 0.6 | -4 | 10 | 14 | -9 | -10 | -2
O=C(COc1ncnc2cc([N+](=O)[O-])ccc12)NCCc1ccc(Cl)cc1 | -2 | -5 | -4 | -0.2 | -23 | -3 | 9 | 9 | -6 | -3
Cc1cccc(C)c1NC(=O)CN(C)S(=O)(=O)c1ccc(-c2ccc(=O)[nH]n2)s1 | -5 | 2 | -2 | -0.7 | -2 | -1 | -4 | 5 | -21 | -4
NC(=O)C1CCN(C(=O)c2ccc(-c3ccccc3Cl)o2)CC1 | 3 | -2 | -7 | -0.3 | 2 | -1 | -1 | 4 | 3 | -3
CCCc1n(CC(O)COCc2ccccc2)c2ccccc2[n+]1C (configuration not stated) | 2 | -2 | 0 | -1.4 | 1 | -1 | -1 | -1 | 2 | 0
CCC(C)(C)NC(=O)CN(C(=O)CCC(=O)Nc1nccs1)c1ccc(C)cc1 | 1 | -3 | -1 | -0.5 | -3 | -1 | 3 | 2 | -8 | 0
CCCCCSc1nnc(-c2ccccc2NC(C)=O)c(=O)[nH]1 | -3 | 1 | 4 | 0.1 | -2 | -1 | -7 | 10 | -7 | 3
OC1(CN2CCOCC2)C2CN3CCN(C2)CC1(c1ccccc1)C3 (configuration not stated) | -7 | -1 | -3 | -0.2 | 0 | -2 | -13 | 3 | 17 | 0
Cc1ccc(CN2CCN(Cc3ccc4cccc(F)c4n3)CC2CCO)cc1 (configuration not stated) | -2 | 2 | -1 | 0.0 | -6 | -1 | -4 | 0 | -1 | 3
CCN(CC)CCN(C(=O)CCS(=O)(=O)c1ccccc1)c1nc2c(C)cc(C)cc2s1 | 3 | -1 | 1 | 0.1 | -8 | 1 | 2 | 2 | 13 | 0
NC(=O)C1(N2CCCCC2)CCN(C(=O)CSc2nc3ccccc3[nH]2)CC1 | 3 | -4 | 4 | 0.0 | 3 | 0 | 7 | 4 | 13 | 2
Cc1ccc(C(=O)N[C@H](C(=O)Nc2sccc2C(N)=O)C(C)C)cc1 | 0 | 1 | -1 | -0.2 | -4 | 1 | 2 | 7 | -9 | 0

PLC-beta3 inh: what is marked active above
SMILES | Tn7 DDE FP | ADAM17 inh | MBD2 DNA inh | proKLK7 act | PLC-beta3 inh | UHRF1 binding | ASAP1 inh | DDE Tn6 FP inh | ARFGAP1 inhibitor | PLCg1 inh
Cc1occc1-c1nnc(SCC(=O)Nc2ccccc2)n1C | -5 | 3 | 5 | 0.1 | 15* | 6 | 3 | -7 | 10 | 5

Additional entries follow:
SMILES | Tn7 DDE FP | ADAM17 inh | MBD2 DNA inh | proKLK7 act | PLC-beta3 inh | UHRF1 binding | ASAP1 inh | DDE Tn6 FP inh | ARFGAP1 inhibitor | PLCg1 inh
CCOC(=O)CCCCCC(=O)Nc1ccc2c(c1)CC(=O)N([C@H](C)CO)C[C@H](C)[C@H](CN(C)S(=O)(=O)c1ccc(OC)cc1)O2 | 6 | 0 | -1 | -0.6 | 4 | -3 | 9 | 3 | -4 | -1
O=C(NCC1CC1)c1ccc(Nc2nc3ccc(Br)cc3[nH]2)cc1 | -2 | -19 | 7 | 0.2 | -135 | 9 | 18 | -16 | 21 | -91
CCC(CC)CN1CCC(CN2C(=S)NC[C@@H]2[C@@H](C)CC)CC1 | -8 | 4 | -1 | 0.3 | 7 | 1 | 2 | -3 | 13 | 6
CCOC(=O)c1ccc(NC(=O)N2CCN(C(=O)C3CCCO3)CC2)cc1 (configuration not stated) | -6 | -2 | -5 | -0.5 | -2 | 0 | 3 | -12 | 8 | 0
Fc1ccc(NC(=S)N2CCOCC2)cc1Cl | 2 | -3 | 1 | 0.1 | -6 | -2 | -2 | 4 | -13 | 0
Cc1ccc(S(=O)(=O)N(C)CC(=O)Nc2nnc(CC(C)C)s2)cc1 | 3 | -1 | 0 | 0.4 | -4 | -5 | -3 | 10 | -6 | -3
C=CCN1C(=O)c2n[nH]c(COC)c2C1c1cccc(C(F)(F)F)c1 (configuration not stated) | -7 | 0 | 3 | 0.1 | 1 | 0 | 7 | 8 | 4 | 5
CCc1nc2c(OCc3ccc(Cl)cc3)cccn2c1N(C)C(=O)c1ccc2c(c1)OCO2 | -2 | -3 | 0 | -0.2 | -1 | 8 | -3 | 4 | 7 | 1
COc1ccc2sc(N(CCCN(C)C)C(=O)c3ccc(S(=O)(=O)N4CCc5ccccc5C4)cc3)nc2c1 | 0 | 5 | -2 | -2.3 | -5 | -1 | 4 | -2 | -13 | 4
COc1ccc(NC(=O)c2cc(S(=O)(=O)N(Cc3ccccc3)c3ccccc3)ccc2Cl)cn1 | 5 | 9.6* | 3 | -0.3 | -1 | -5 | 0 | -3 | -1 | 0
CCn1cnc2c1c(=O)n(CC(=O)NCC(C)C)c(=O)n2Cc1ccccc1 | 10 | -5 | 2 | -0.5 | -6 | 2 | -2 | -2 | 10 | -1
C=CCNCC(=O)NN=C(c1ccccc1)c1ccccc1 | 3 | -6 | 3 | -0.2 | 2 | 2 | -7 | -1 | 9 | -2
Cc1nnc(SCC(=O)NCc2ccc3c(c2)OCO3)s1 | 0 | -5 | 0 | -0.3 | -1 | 0 | 1 | 5 | 1 | 5
O=C(NCCCN1CCOCC1)c1ccc(CSCc2cccc(Cl)c2)o1 | -3 | -4 | -1 | -0.3 | -8 | 2 | -2 | -6 | -1 | -1
COc1cccc(CC2(CO)CCCN(Cc3sc(N4CCCC4)nc3Cl)C2)c1 (configuration not stated) | 2 | 3 | -3 | 1.0 | -5 | 0 | 5 | 3 | 0 | 1
Cc1ccc(NCc2ccccc2F)cc1 | 6 | -79 | 0 | 0.2 | 1 | -1 | 1 | 2 | 3 | 0
O=C(Nc1ccccc1)c1ccc(Br)c(S(=O)(=O)Nc2cccnc2)c1 | -2 | 2 | 1 | -0.4 | 0 | -1 | -9 | 5 | -2 | 1
Cc1noc(C)c1S(=O)(=O)N(C)C[C@@H]1OCc2cnnn2CCCC(=O)N([C@H](C)CO)C[C@@H]1C | 2 | -2 | 1 | -0.1 | 4 | -1 | -4 | -11 | 10 | 3
Cc1cc(C)cc(NC(=O)CSc2nc3c(c(=O)n2C)SC(C)C3)c1 (configuration not stated) | -5 | -1 | 6 | -0.5 | -1 | 3 | -1 | 0 | 4 | 0
Cc1ccc(OCCn2cnc3c2c(=O)n(C)c(=O)n3C)cc1 | 1 | 0 | 0 | 0.5 | -2 | -1 | 3 | 2 | 4 | 2
O=C(Oc1ccc2cccc(OC(=O)N3CCOCC3)c2c1)N1CCOCC1 | 1 | -6 | 2 | 0.0 | 0 | -5 | 4 | -1 | -6 | 0
CC1(C(=O)O)CCCN1C(=O)c1cccc(C(F)(F)F)c1 (configuration not stated) | 2 | -2 | 6 | -1.1 | 0 | 2 | 6 | -3 | 13 | 5
CCN(C(=O)c1ccc(S(C)(=O)=O)cc1)C12CC3CC(CC(C3)C1)C2 | 6 | 1 | -4 | 0.2 | 3 | -1 | -22 | 4 | -5 | 0
O=C(NNC(=S)NC(=O)C12CC3CC(CC(C3)C1)C2)c1ccncc1 | -1 | -4 | -6 | -0.6 | 2 | -11 | -10 | 4 | 37* | 2
CCOc1ccc(NC(=O)CNC(=O)c2nn(-c3ccc(OC)c(OC)c3)c(=O)c3ccccc23)cc1 | 0 | 2 | -5 | -5.7 | -6 | 3 | 5 | 4 | 14 | 0
COc1ccc(CCC(=O)NCc2cnn(C)c2)cc1 | -1 | -6 | 3 | -0.2 | 0 | 0 | -5 | -3 | 17 | -3
COC(=O)c1sccc1NC(=O)/C=C/C(=O)O | -4 | -1 | 4 | 0.2 | 1 | 3 | 0 | 2 | -9 | 4
NNc1nc(Nc2ccc([N+](=O)[O-])cc2)nc(N2CCCCCC2)n1 | -7 | 2 | 1 | -0.3 | -3 | -2 | 11 | -15 | 2 | 3
COc1ccc([C@H]2C[C@@H](n3cc(-c4ccc(F)cc4)nn3)[C@H](O)CN2Cc2cccs2)cc1 | -2 | -2 | -3 | 0.3 | -1 | 1 | 1 | -3 | 5 | 0
Cc1occc1C(=O)N/N=C/C=C/c1ccccc1[N+](=O)[O-] | 3 | -1 | 1 | -0.7 | -1 | 14 | -12 | 2 | -2 | 2
Cc1cccc(NC(=O)CSc2nnc(SCc3ccc(Cl)cc3)s2)c1 | 5 | 8.8* | -2 | 1.4 | -9 | 2 | . | 1 | . | -2
CCOc1ccc(CCNC(=O)CS(=O)(=O)Cc2nc(-c3ccccc3F)oc2C)cc1 | 7 | 0 | -3 | 0.7 | -5 | 1 | -16 | 9 | 0 | -1
O=C(c1cc2c(s1)-c1ccccc1OC2)N1CCCC1 | 3 | i | 4 | 74* | i | -2 | -11 | -2 | 5 | i
COc1ccc(C(=O)O)cc1S(=O)(=O)NC(C)(C)C | 3 | -6 | 5 | 0.2 | -7 | 2 | -9 | 5 | 3 | 5
COc1ccccc1CNC(=O)COC(=O)c1ccccc1-c1ccccc1 | 3 | 1 | 2 | -0.1 | -7 | 3 | 2 | 0 | -8 | 0
O=C(Nc1ccsc1C(=O)O)c1ccc(Cl)cc1 | -4 | 0 | 1 | 0.5 | -9 | 0 | -6 | 1 | 10 | -3
Cc1cccc(N2CCN(c3ccc(N4C(=O)CCCC4=O)cc3[N+](=O)[O-])CC2C)c1 (configuration not stated) | -1 | -2 | 7 | -0.5 | -3 | 3 | -3 | 4 | 1 | 1
COCCCNc1nc2c(c(=O)n(Cc3cccc(Br)c3)c(=O)n2C)n1C | 0 | -1 | 0 | 0.3 | -3 | -1 | 7 | -2 | 8 | 3
Cc1ccc(S(=O)(=O)OCCC2=CC(=O)CCN2Cc2ccccc2)cc1 | 0 | -4 | -1 | -0.3 | -1 | -3 | -3 | 2 | 13 | 0
O=C(Nc1ccc(Cl)c(Cl)c1)N1CCSCC1 | 0 | 0 | -8 | -0.3 | 2 | -1 | -9 | 0 | 5 | 7
COCCCNC(=S)N/N=C/c1ccc(OC)c(Br)c1 | 0 | -1 | 1 | -0.2 | -2 | 0 | 6 | -7 | 1 | 2
